# Source: PubChem (several laboratories)
# NOD1 inhibition: NOD1 signaling inhibitors, primary screen, cell-based, luminescence, uHTS (AID 1578); NOD1-driven NF-kB luciferase reporter cells, luminescence; higher % means a stronger effect; inhibition, % at 4 µM, or EC50 in µM where a hit was titrated; 1% of 290,000 active; in the data active means inhibition mostly above about 36%, no sharp cut-off; inactive means mostly below about 34%;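 further: HEK-293T reporter cells stimulated with the NOD1 agonist gamma-tri-DAP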
# HIV fusion peptide: inhibitors of HIV fusion peptide binding, primary screen, biochemical, uHTS, fluorescence dequenching (AID 1986) | 0.3% of 290,000 active | one-dose inhibition, % at 20 µM; IC50 in µM for titrated hits | cell-free peptide binding, fluorescence dequenching, 30 min; higher % means a stronger effect; in the data active means inhibition mostly above about 52%, no sharp cut-off; inactive means mostly below about 76%; further: some results filed as inactive read as strong as hits
# KOR beta-arrestin-1: KOR agonists, beta-arrestin recruitment, primary screen, cell-based, luminescence, uHTS (AID 1777); activation, % at 10 µM; hits with a dose series show EC50 in µM; KOR beta-arrestin recruitment, luminescence; higher % means a stronger effect; 0.02% of 280,000 active; Kappa-type opioid receptor (Homo sapiens); in the data active means activation above about 50%, passing the limit was not always enough; further: a part of the inactive calls stands beside numbers as strong as those of hits
# NOD2 inhibition: NOD2 signaling inhibitors, cell-based, luminescence, uHTS, HEK293 (AID 1566) | HEK293 NOD2/NF-kB luciferase reporter, luminescence; higher % means a stronger effect | inhibition, % at 4 µM, or EC50 in µM where a hit was titrated | 0.63% of 290,000 active; further: many of its hits are not listed in these tables
# Salmonella PhoP GFP: inhibitors of PhoP regulon expression, primary screen, Salmonella Typhimurium, GFP reporter (AID 1863). S. Typhimurium PhoP-regulated promoter GFP reporter, 4 h; higher % means a stronger effect. one-dose inhibition, % at 50 µM; IC50 in µM for titrated hits. 0.16% of 300,000 active;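 active means inhibition over 29.93%, a cutoff 3 SD above the screen mean, later confirmed by dose response; inconclusive means inhibition over 29.93% but no dose response follow-up; inactive means inhibition at most 29.93% or unconfirmed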;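 further: 0% = low Mg2+ inducing control and 100% = high Mg2+ repressing control; strong numbers were not always called active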
# Myeloid diff MLP: induction of myeloid progenitor differentiation, primary screen, cell-based, flow cytometry, MLPCN library; ER-HoxA9 myeloid progenitors, lysozyme-GFP differentiation; 1% of 360,000 active; calls only at 10 µM;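 active means normalized GFP-positive differentiation at or above the plate's own cutoff, the solvent-only control mean plus 3 SD; inconclusive means no clear call, values can overlap the other calls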;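 further: cells exposed to compound for four days before flow analysis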
# KOR beta-arrestin-2: KOR antagonists, beta-arrestin recruitment, cell-based, luminescence, uHTS (AID 1778); Kappa-type opioid receptor (Homo sapiens); KOR beta-arrestin recruitment, luminescence, antagonist mode; higher % means a stronger effect; inhibition, % at 10 µM; hits with a dose series show IC50 in µM; 0.091% of 290,000 active; further: strong numbers were not always called active
# LYP phosphatase: inhibitors of LYP phosphatase, biochemical, fluorescence intensity, uHTS (AID 1779); recombinant LYP phosphatase, fluorescence intensity; higher % means a stronger effect; 0.054% of 290,000 active; inhibition, % at 11.5 µM, or IC50 in µM where a hit was titrated; Tyrosine-protein phosphatase non-receptor type 22 (Homo sapiens);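 further: plate controls were vehicle with enzyme for no effect and no enzyme for full effect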
# SIAH1 antagonists: Siah-1 peptide-binding antagonists, primary screen, biochemical, fluorescence polarization, rhodamine-plectin, uHTS (AID 1817). E3 ubiquitin-protein ligase SIAH1 (Homo sapiens). Siah-1 / rhodamine-plectin peptide fluorescence polarization; higher % means a stronger effect. one-dose displacement, % at 20 µM; IC50 in µM for titrated hits. 0.02% of 290,000 active;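 active means displacement of at least 50% at 20 µM, with a fluorescence ratio check between 0.3 and a set limit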;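 further: plate controls were Siah plus tracer with DMSO for no effect and tracer alone without Siah for full effect; strong numbers were not always called active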
# Myeloid diff MLP GFP+ MAC1+ %: recorded beside Myeloid diff MLP, whose call it bears; GFP+ MAC1+ double positive, %; measured here: differentiation confirmed by MAC1 staining
# An asterisk follows results filed as active; i = inactive; ? = inconclusive; nt = not tested or not shown; [ ] = another dose, or the depositor's remark. Unless noted, no stated cut-off is given here; in the data, active means inhibition above about 50%; inactive means the rest. Not all compounds are listed (hit frequency here may not be typical).
SMILES,NOD1 inhibition,HIV fusion peptide,KOR beta-arrestin-1,NOD2 inhibition,Salmonella PhoP GFP,Myeloid diff MLP,Myeloid diff MLP GFP+ MAC1+ %,KOR beta-arrestin-2,LYP phosphatase,SIAH1 antagonists
COc1ccc(NC(=O)C(c2ccc(C)cc2)N(C)C(=O)CC2NC(=O)NC2=O)cc1 (stereo not drawn),-12%,-1.3%,4.5%,-8%,-7%,i,0.5,-18%,0%,-1%
CN(CCC#N)CC(=O)Nc1ccc(S(N)(=O)=O)cc1,-57%,0.6%,2.4%,7%,-4%,i,0.2,-21%,3%,1%
O=C1C2C(C(=O)N1CCc1ccccc1)C1C=CC2C12CC2 (stereo not drawn),-27%,-4.2%,-3.6%,-3%,7%,i,1.9,-13%,-4%,1%
Cc1nc2ccc(S(=O)(=O)NCC(=O)N(C)Cc3ccccc3)cc2s1,-15%,-1.0%,1.8%,21%,1%,i,0.9,9%,-9%,24%
O=C(NCc1ccc(Cl)cc1)C1CCN(S(=O)(=O)c2cccs2)CC1,26%,0.5%,-2.8%,1%,0%,i,0.2,-2%,-9%,1%
c1cncc(-c2noc(-c3ccc4ccccc4c3)n2)c1,-40%,0.0%,-2.7%,-126%,-8%,i,1.0,-34%[20 µM],-6%,3%
Cc1ccc(S(=O)(=O)N(Cc2cc3ccccc3[nH]c2=O)CC2CCCO2)cc1 (stereo not drawn),2%,1.4%,0.8%,-7%,7%,i,0.6,-20%,-1%,1%
CCn1nnnc1SCC(=O)Nc1nc2ccccc2s1,-24%,0.4%,-9.4%,7%,nt,i,0.4,-9%[20 µM],-6%,4%
C=CCN(c1ccc(C(=O)N2CCCC2)cc1)S(C)(=O)=O,-18%,0.4%,-0.5%,6%,-1%,i,0.5,12%,2%,-4%
Cc1cc(S(=O)(=O)N2CCCC2)c(C)s1,2%,-1.2%,-1.4%,7%,5%,i,0.5,5%,-5%,1%
COc1cc(-c2nnc3n(CCc4ccccc4)c(=O)c4ccccc4n23)cc(OC)c1OC,-1%,-1.1%,3.5%,0%,-2%,i,0.6,-10%,5%,4%
COc1ccc(-c2csc(NC(=O)CSc3n[nH]c(N)n3)n2)cc1,-28%,0.2%,0.9%,0%,8%,i,0.1,-27%,1%,0%
Cc1onc(-c2ccccc2)c1CNS(=O)(=O)c1cccc(Br)c1,-9%,-1.3%,2.2%,10%,-8%,i,0.9,-2%,-2%,5%
COC(=O)C(C)N1C(=O)S/C(=C/c2cc(C)n(C(C)C)c2C)C1=O (stereo not drawn),-27%,-1.3%,-1.8%,-105%,12%,i,0.4,17%,8%,2%
Cc1cc(=O)[nH]c(SCC(=O)Nc2ccc(S(N)(=O)=O)cc2)n1,-30%,9.6%,1.9%,5%,-1%,i,0.3,4%,-8%,9%
COC(=O)c1ccc2c(C)c(C(C)(C)O)[nH]c2c1,2%,0.4%,-0.6%,3%,nt,i,2.3,-9%[20 µM],-47%,12%
COCCCn1c(CCC(=O)O)ccc1-c1ccc(F)cc1,-8%,3.3%,-2.1%,15%,13%,i,0.9,29%,-14%,3%
Cc1ccc(C(=O)O)cc1NC(=O)c1cccs1,-16%,1.3%,5.6%,3%,1%,i,0.4,31%,-5%,-1%
Cc1ccc(C)n1-c1ccc(N2CCOCC2)c(Br)c1,-30%,2.3%,-4.8%,16%,4%,i,0.6,20%,-5%,1%
COC(=O)c1nc2n(n1)C(c1ccc(OC)c(OC)c1)C(C(=O)OC1CCCCC1)=C(C)N2 (stereo not drawn),-26%,4.9%,0.4%,-5%,7%,i,1.3,10%,4%,2%
COc1cccc(NC(=O)NC2CCN(CC(=O)Nc3ccccc3[N+](=O)[O-])CC2)c1,8%,-0.7%,3.3%,-1%,7%,i,2.6,-18%,-4%,-6%
Cc1cc(C(=O)CSc2nnc(-c3ccncc3)n2-c2ccccc2)c(C)n1C,3%,36%,18%,6%,0%,i,1.2,23%,-7%,4%
Cc1cccc(C(=O)N[C@H](C(=O)Nc2ncc(C)s2)C(C)C)c1,-8%,0.3%,2.9%,24%,3%,i,0.4,-6%,-2%,-2%
CCOC(=O)N1CCC(NC(=O)C2CCN(C(=O)N3CC(C)Oc4ccc(C)cc43)CC2)CC1 (stereo not drawn),-12%,-2.1%,2.1%,-9%,-10%,i,0.3,-34%,-1%,-1%
CN(C)CCCNc1c2c(c(C#N)c3nc4ccccc4n13)CCC2,-8%,0.1%,13%,2%,nt,nt,nt,17%,-9%,11%
# Carrying on:
SMILES,NOD1 inhibition,HIV fusion peptide,KOR beta-arrestin-1,NOD2 inhibition,Salmonella PhoP GFP,Myeloid diff MLP,Myeloid diff MLP GFP+ MAC1+ %,KOR beta-arrestin-2,LYP phosphatase,SIAH1 antagonists
O=S(=O)(c1ccccc1)N1CCN(Cc2cccc(Cl)c2)CC1,-26%,2.2%,-2.0%,8%,3%,i,1.5,33%,-4%,0%
CN(C)C(=O)NC1c2ccccc2-c2ccccc21,-5%,-1.4%,0.9%,21%,0%,i,0.7,18%,-10%,12%
COCCNC(=O)c1cc2c(=O)n3cccc(C)c3nc2n(Cc2ccncc2)c1=N,-15%,0.4%,-2.7%,18%,1%,i,3.1,29%,-48%,-4%
O=C(Nc1ncc(Cc2ccc(SC(F)F)cc2)s1)c1ccc(OC(F)F)cc1,-19%,0.2%,44%,-32%,14%,i,0.4,-218%,1%,0%
CCSc1nc(-c2ccco2)ccc1C#N,5%,12%,-2.3%,6%,-1%,?,nt,30%,-5%,3%
N=C1S/C(=C\c2cn[nH]c2-c2ccc(F)cc2)C(=O)N1c1ccccc1F,-36%,6.8%,-5.7%,-52%,-17%,i,0.3,2%,4%,0%
O=C(Nc1cccc(S(=O)(=O)N2CCOCC2)c1)c1cc2c(s1)CCC2,0%,-1.5%,-1.9%,16%,-5%,i,1.2,-14%,0%,9%
N/C(=N\N=C/c1ccc(Br)cc1)N/N=C\c1ccc(Br)cc1,-52%,-1.4%,0.1%,-6%,4%,i,0.6,-9%,-16%,-2%
COc1ccc(C(=O)NCC(=O)N/N=C/c2ccc([N+](=O)[O-])o2)cc1OC,-3%,17%,nt,20%,1%,?,nt,-9%,-3%,-4%
Cc1cccn2c(CNCCc3ccccn3)c(C(=O)N3CCOCC3)nc12,8%,-1.0%,-4.1%,-4%,13%,i,0.9,-12%,-6%,-4%
CCOC(=O)C1=NN(C(=O)COc2ccccc2)C(O)(c2ccc(Br)cc2)C1 (stereo not drawn),-41%,-1.3%,-4.2%,-11%,-3%,i,0.8,-76%[20 µM],-2%,0%
Cc1occc1C(=O)NNC(=O)c1ccc(F)cc1,-24%,0.3%,0.5%,1%,6%,i,1.0,-12%,-4%,3%
CN(C(=O)COC(=O)CCc1c[nH]c2ccccc12)C(c1ccccc1)c1ccccc1,9%,1.3%,4.8%,-45%,-12%,i,0.3,-7%,5%,-4%
COC(=O)c1cc(S(=O)(=O)N2CCN(c3ccc([N+](=O)[O-])cc3)CC2)c[nH]1,18%,-0.8%,4.0%,-12%,5%,i,0.7,-23%,-9%,4%
CCN(CC)S(=O)(=O)c1cccc(-c2nnc(SCC(N)=O)n2C)c1,-22%,-1.7%,-5.4%,7%,-7%,i,0.6,7%,-7%,4%
Cc1nc(N2CCc3ccccc3C2)[nH]c(=O)c1CCC(C)C,-21%,0.7%,-7.0%,-7%,-6%,i,6.9,2%,6%,3%
CCCc1cc(=O)oc2cc(OCc3cc(OC)c(OC)c(OC)c3)c(Cl)cc12,-9%,1.0%,19%,16%,-6%,i,1.2,-101%,1%,3%
Cc1ccc(Nc2cc(C)nc3nc(C)nn23)cc1,1%,-0.2%,-1.7%,21%,31%,i,3.5,8%,-11%,-7%
CC(=O)c1cn(CCCCCCCn2cc(C(C)=O)c(=O)[nH]c2=O)c(=O)[nH]c1=O,-40%,2.3%,-0.1%,7%,6%,i,0.3,-18%,3%,1%
Cc1ccc(N2C(=O)N(CC(=O)N3CCCc4ccccc43)C(=O)C2C)cc1 (stereo not drawn),-4%,0.0%,2.8%,3%,1%,i,7.3,-30%,2%,-1%
CCN1CCN(CCCNC(=O)c2cc3cc4ccc(OC)cc4nc3o2)CC1,-26%,1.4%,-0.3%,15%,0%,i,0.2,-6%,-33%,8%
O=C(c1cccc([N+](=O)[O-])c1)N1CCN(S(=O)(=O)N2CCCCC2)CC1,-39%,1.2%,-4.2%,0%,-6%,i,9.3,-26%,-3%,0%

# Arranged by length of the SMILES (falling): part of the list above
SMILES,NOD1 inhibition,HIV fusion peptide,KOR beta-arrestin-1,NOD2 inhibition,Salmonella PhoP GFP,Myeloid diff MLP,Myeloid diff MLP GFP+ MAC1+ %,KOR beta-arrestin-2,LYP phosphatase,SIAH1 antagonists
O=C(Nc1cccc(S(=O)(=O)N2CCOCC2)c1)c1cc2c(s1)CCC2,0%,-1.5%,-1.9%,16%,-5%,i,1.2,-14%,0%,9%
Cc1cccn2c(CNCCc3ccccn3)c(C(=O)N3CCOCC3)nc12,8%,-1.0%,-4.1%,-4%,13%,i,0.9,-12%,-6%,-4%
CN(C)C(=O)NC1c2ccccc2-c2ccccc21,-5%,-1.4%,0.9%,21%,0%,i,0.7,18%,-10%,12%

# 9 of these compounds, reformatted.
SMILES | NOD1 inhibition | HIV fusion peptide | KOR beta-arrestin-1 | NOD2 inhibition | Salmonella PhoP GFP | Myeloid diff MLP | Myeloid diff MLP GFP+ MAC1+ % | KOR beta-arrestin-2 | LYP phosphatase | SIAH1 antagonists
Cc1cccn2c(CNCCc3ccccn3)c(C(=O)N3CCOCC3)nc12 | 8% | -1.0% | -4.1% | -4% | 13% | i | 0.9 | -12% | -6% | -4%
CCOC(=O)C1=NN(C(=O)COc2ccccc2)C(O)(c2ccc(Br)cc2)C1 (stereo not drawn) | -41% | -1.3% | -4.2% | -11% | -3% | i | 0.8 | -76%[20 µM] | -2% | 0%
Cc1occc1C(=O)NNC(=O)c1ccc(F)cc1 | -24% | 0.3% | 0.5% | 1% | 6% | i | 1.0 | -12% | -4% | 3%
CN(C(=O)COC(=O)CCc1c[nH]c2ccccc12)C(c1ccccc1)c1ccccc1 | 9% | 1.3% | 4.8% | -45% | -12% | i | 0.3 | -7% | 5% | -4%
COC(=O)c1cc(S(=O)(=O)N2CCN(c3ccc([N+](=O)[O-])cc3)CC2)c[nH]1 | 18% | -0.8% | 4.0% | -12% | 5% | i | 0.7 | -23% | -9% | 4%
CCN(CC)S(=O)(=O)c1cccc(-c2nnc(SCC(N)=O)n2C)c1 | -22% | -1.7% | -5.4% | 7% | -7% | i | 0.6 | 7% | -7% | 4%
Cc1nc(N2CCc3ccccc3C2)[nH]c(=O)c1CCC(C)C | -21% | 0.7% | -7.0% | -7% | -6% | i | 6.9 | 2% | 6% | 3%
CCCc1cc(=O)oc2cc(OCc3cc(OC)c(OC)c(OC)c3)c(Cl)cc12 | -9% | 1.0% | 19% | 16% | -6% | i | 1.2 | -101% | 1% | 3%
Cc1ccc(Nc2cc(C)nc3nc(C)nn23)cc1 | 1% | -0.2% | -1.7% | 21% | 31% | i | 3.5 | 8% | -11% | -7%
